FH mod = Identification of activators of human fumarate hydratase by quantitative high-throughput screening. FH coupled MDH/diaphorase resazurin fluorescence, 15 min. Potency, µM (highest dose often 79.9 µM), inactives show at the highest dose activity change, negative = inhibition, hits mostly inhibitors. 54,000 tested, 0.22% active; note: the screen sought activators but most active calls are inhibition curves; nearly all actives have a fitted effect of over 45% in size
Target sequence (P07954 whole entry, looked up): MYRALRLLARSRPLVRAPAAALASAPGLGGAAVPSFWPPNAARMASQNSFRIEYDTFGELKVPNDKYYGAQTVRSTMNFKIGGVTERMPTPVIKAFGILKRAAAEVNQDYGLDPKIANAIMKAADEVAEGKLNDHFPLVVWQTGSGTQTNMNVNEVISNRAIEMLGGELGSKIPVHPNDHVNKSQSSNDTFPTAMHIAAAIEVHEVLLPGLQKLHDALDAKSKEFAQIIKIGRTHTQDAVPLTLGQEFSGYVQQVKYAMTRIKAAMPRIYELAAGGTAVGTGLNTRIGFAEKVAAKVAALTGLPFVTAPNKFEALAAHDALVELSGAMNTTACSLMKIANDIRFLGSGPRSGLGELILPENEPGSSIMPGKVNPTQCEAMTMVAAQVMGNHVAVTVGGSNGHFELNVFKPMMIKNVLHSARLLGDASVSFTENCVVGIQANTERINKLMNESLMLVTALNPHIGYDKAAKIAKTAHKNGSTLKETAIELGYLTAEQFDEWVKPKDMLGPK
NTMT1 inh = NTMT1 methyltransferase inhibition | NTMT1 MTase-Glo SAH luminescence, purified enzyme | Potency, µM (highest dose often 114 µM), without a hit: at the top dose activity change, negative = inhibition, actives largely listed as inhibitors | Q9BV86 | 59,000 tested, 2.5% active;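 note: plate controls were DMSO vehicle for no effect and no enzyme for full effect; nearly all actives have a fitted effect of over 65% in size; many of its hits are not listed in these tables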
Target sequence (Q9BV86 whole entry, looked up): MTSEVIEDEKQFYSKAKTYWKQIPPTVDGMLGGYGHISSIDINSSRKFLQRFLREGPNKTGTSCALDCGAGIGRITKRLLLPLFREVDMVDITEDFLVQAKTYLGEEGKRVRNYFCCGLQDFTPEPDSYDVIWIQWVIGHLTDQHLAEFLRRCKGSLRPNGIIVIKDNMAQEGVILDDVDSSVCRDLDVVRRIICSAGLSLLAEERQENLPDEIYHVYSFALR
Active calls of the source: *; ? = inconclusive; & = joins results of further samples; [ ] = another dose, or the depositor's remark. Calls come from the whole dose curve; as a rule, active = well fitted curve in the direction sought with a large enough effect; inconclusive = small, poorly fitted or top-dose-only effect, or another doubt; inactive = no such curve, though single readings can be large; an effect the other way counts as inactive or inconclusive. Unless noted, % is set by controls: 0 for no effect and ±100 for the full control effect; potency is the fitted concentration of half-maximal effect. The list is partial. The share of hits here may be higher or lower than overall.

SMILES	FH mod	NTMT1 inh
OC[C@H]1O[C@@H](O[C@@H]2OC=C[C@H]3[C@H](O)[C@@H]4O[C@]4(CO)[C@@H]23)[C@H](O)[C@@H](O)[C@@H]1O	9%	18%
Cc1nc2c([nH]1)CCN(C(=O)c1ccc(NC(=O)c3ccccc3-c3ccccc3)cc1)c1ccccc1-2	-11%	3%&-5%[57.5 µM]
C=C1C(=O)O[C@H]2C3=C(C)CCC[C@]3(C)C(=O)C[C@@H]12	4%	2%[57.5 µM]
Cc1ccc2cc(-c3c(C)ccc(C(=O)c4c(-c5ccccc5)n(C)n(-c5ccccc5)c4=O)c3N)ccc2n1	-10%	?
Cc1coc2c1CC1OC1(C)CCC1OC1(C)C2 (configuration not stated)	-1%	1%[57.5 µM]
COc1cc(CN(CCN)C(=O)c2cccs2)ccc1OCc1ccccc1	-1%	?
COC(=O)C1=COC(OC2OC(CO)C(O)C(O)C2O)C2C(COC(=O)/C=C/c3ccc(O)c(O)c3)C(O)C(O)C12 (configuration not stated)	-5%[20.6 µM]	5%[12.6 µM]
O=C(CC1C(=O)Nc2ccccc21)OC[C@H]1O[C@@H](OCCc2ccc(O)cc2)[C@H](O)[C@@H](O)[C@@H]1O (some centres not stated)	0%[53.3 µM]	-19%[29.8 µM]
C=CC1(C)CC2=CCC3C(C)(C(=O)O)CCCC3(C)C2CC1OC(C)=O (configuration not stated)	1%[53.3 µM]	-14%[29.8 µM]
CC(C)C1CCC(C(=O)N[C@H](Cc2ccccc2)C(=O)O)CC1 (some centres not stated)	4%&-4%[53.3 µM]	0%&-1%[57.5 µM]
CCCCCC(C)N (configuration not stated)	0%[53.3 µM]	5%[57.5 µM]
COc1ccccc1OCCN1CC(COc2cccc3[nH]c4ccccc4c23)OCC1=O (configuration not stated)	-2%	3%[57.5 µM]
COC(=O)C1=COC(OC2OC(CO)C(O)C(O)C2O)C2C(C)CC(=O)C12O (configuration not stated)	0%[53.3 µM]	-12%[29.8 µM]
COc1cc2ncnc(Nc3ccc(NC(=O)c4ccccc4)cc3)c2cc1OC	-9%	16%
NCc1c[nH]c(=S)n1[C@@H]1CCc2c(F)cc(F)cc2C1	6%	-6%[57.5 µM]
C=CC1(C)C=C2C(O)CC3C(C)(C(=O)O)CCCC3(C)C2CC1 (configuration not stated)	-3%[53.3 µM]	8%[29.8 µM]
CC1=CC23[C@H](C=C(C(=O)O)[C@@H]2COC(=O)[C@]3(O)CO)[C@@H]1C (some centres not stated)	-9%	5%[57.5 µM]
CC(/C=C/[C@]1(O)[C@@]2(C)CO[C@@]1(C)C[C@@H](O)C2)=C\C(=O)O[C@@H]1O[C@H](CO)[C@@H](O)[C@H](O)[C@H]1O	-2%[53.3 µM]	2%[29.8 µM]
C[C@@H](O[C@H]1OCCN(Cc2n[nH]nc2CN(C)C)[C@H]1c1ccc(F)cc1)c1cc(C(F)(F)F)cc(C(F)(F)F)c1	1%	3%[57.5 µM]
O=C(Nc1ccccc1Cl)c1cnc2ccc(C3CCNCC3)cn12	1%	-3%[57.5 µM]
CC(N[C@H]1CCCC[C@H]1NC(=O)c1ccc(Cl)cc1)c1cccc2ccccc12 (some centres not stated)	4%[53.3 µM]	10%[57.5 µM]
C=CCc1ccc(O)c(OC)c1	-7%[53.3 µM]	9%[57.5 µM]
Cc1ccc(C2(C(=O)N3CCC(n4nc(-c5ccccc5)oc4=O)CC3)CC2)cc1	0%	4%[57.5 µM]
O=C(NCc1ccc(S(=O)(=O)c2cc(F)cc(F)c2)cc1)c1ccc2nccn2c1	3%	-1%[57.5 µM]
N[C@H](Cc1c[nH]c2ccccc12)C(=O)O	-11%[53.3 µM]	6%[57.5 µM]
CC(=O)OC1C(CO)OC(O[C@H]2[C@H](OC(=O)[C@]34CCC(C)(C)C[C@H]3C3=CCC5[C@@]6(C)CC[C@H](O[C@@H]7O[C@H](C(=O)O)[C@@H](O)[C@H](O[C@@H]8OC[C@@H](O)[C@H](O)[C@H]8O)[C@H]7O[C@@H]7O[C@H](CO)[C@H](O)[C@H](O)[C@H]7O)[C@@](C)(C=O)C6CC[C@@]5(C)[C@]3(C)C[C@H]4O)O[C@H](C)[C@H](OC3OC(C)C(OC4OCC(O)C(O)C4O)C(O)C3O)[C@@H]2O)C(O)C1O (some centres not stated)	8%[13.5 µM]	7%[6.45 µM]
NCCC(O)(P(=O)(O)O)P(=O)(O)O	-6%[53.3 µM]	55%[activator][57.5 µM]
CC1(C)CC[C@]2(C(=O)O)[C@H](O)C[C@]3(C)C(=CCC4[C@@]5(C)CC[C@H](O[C@@H]6OC[C@@H](O)[C@H](O)[C@H]6O)[C@@](C)(C(=O)O)C5CC[C@]43C)[C@@H]2C1 (some centres not stated)	9%[20.6 µM]	7%[12.6 µM]
C[C@H](CS)C(=O)N1CCC[C@H]1C(=O)O	-9%&5%[53.3 µM]	3%[57.5 µM]
CN(C)[C@@H]1C(=O)C(C(N)=O)=C(O)[C@@]2(O)C(=O)C3=C(O)c4c(O)ccc(Cl)c4[C@@H](O)[C@H]3C[C@@H]12	?	?
CC[C@H]1OC(=O)[C@H](C)[C@@H](O[C@H]2C[C@@](C)(OC)[C@@H](O)[C@H](C)O2)[C@H](C)[C@@H](O[C@@H]2O[C@H](C)C[C@H](N(C)C)[C@@H]2O)[C@](C)(OC)C[C@@H](C)C(=O)[C@H](C)[C@@H](O)[C@]1(C)O	4%[53.3 µM]	13%[57.5 µM]
CCCCCCCCCCCCCCCC[N+](C)(C)CCN(Cc1ccc(OC)cc1)c1ncccn1	-6%[53.3 µM]	25µM*
C=C1CC[C@@H](O)[C@]2(C)C[C@H]3OC(=O)C(=C)[C@H]3CC12 (some centres not stated)	1%	7%[57.5 µM]
CCCCc1ccc(NS(=O)(=O)c2ccc(F)cc2)cc1	-16%	2%[57.5 µM]
CN[C@H]1CCN(C(=O)c2ccc(Nc3ncc(F)c(-c4cnc(C)n4C(C)C)n3)cc2)C1	-9%	-22%
Cn1c(=O)c2nc(/C=C/c3cccc(Cl)c3)n(C)c2n(C)c1=O	4%[162 µM]	?

Pulled one by one from the list above:
SMILES	FH mod	NTMT1 inh
C[C@H](CS)C(=O)N1CCC[C@H]1C(=O)O	-9%&5%[53.3 µM]	3%[57.5 µM]
CC[C@H]1OC(=O)[C@H](C)[C@@H](O[C@H]2C[C@@](C)(OC)[C@@H](O)[C@H](C)O2)[C@H](C)[C@@H](O[C@@H]2O[C@H](C)C[C@H](N(C)C)[C@@H]2O)[C@](C)(OC)C[C@@H](C)C(=O)[C@H](C)[C@@H](O)[C@]1(C)O	4%[53.3 µM]	13%[57.5 µM]
CCCCCCCCCCCCCCCC[N+](C)(C)CCN(Cc1ccc(OC)cc1)c1ncccn1	-6%[53.3 µM]	25µM*
C=C1CC[C@@H](O)[C@]2(C)C[C@H]3OC(=O)C(=C)[C@H]3CC12 (some centres not stated)	1%	7%[57.5 µM]

Next part
SMILES	FH mod	NTMT1 inh
COc1cc2c(Nc3ccc(Cl)c(Cl)c3F)ncnc2cc1OCC1C[C@@H]2CN(C)C[C@@H]2C1 (some centres not stated)	-25%	11µM*
CC1CCC2C(C(=O)O)=CC3CC(C)(C)CC132 (configuration not stated)	-4%	6%[57.5 µM]
CC(C)CCCC(C)CCCC(C)CCCCC(C)CCCC(C)CCCC(C)C (configuration not stated)	-8%[53.3 µM]	6%[57.5 µM]
Cc1c(NC(=O)N2CCOCC2)ccc2c1c1ccccc1n2C(C)C	3%	-1%[57.5 µM]
CN1[C@H]2CC[C@H]1CC(OC(=O)c1c[nH]c3ccccc13)C2 (some centres not stated)	17%[53.3 µM]	-8%[57.5 µM]
CC(C)=C1C[C@@]2(C)C(=CC1=O)CC[C@@H](O)[C@@H]2C	7%	9%[57.5 µM]
CC(C)Nc1nc(Nc2ccccc2)nc(-c2ccccc2)n1	0%	-1%[57.5 µM]
C[C@H]1O[C@@H](O[C@H]2CC[C@@]3(C)C(CC[C@]4(C)C3CC=C3C5CC(C)(C)CC[C@]5(C(=O)O)CC[C@]34C(=O)O)C2(C)C)[C@H](O)[C@@H](O)[C@@H]1O (some centres not stated)	-2%[20.6 µM]	-2%[12.6 µM]
COc1cc(OC)cc(C(=O)Nc2ccc(Cl)c(-c3nc4ccc(N(C)C)cc4[nH]3)c2)c1	-7%	2%[57.5 µM]
C[C@H](Cn1cnc2c(N)ncnc21)OCP(=O)(O)O	19%[53.3 µM]	-25%[57.5 µM]
CN1CCC(=C2c3ccccc3CCc3cccnc32)CC1	2%[53.3 µM]	?
COc1ccc([C@@]2(O)c3c(ccc4c3OC(C)(CCC=C(C)C)C=C4)NC(=O)[C@@H]2OC)cc1 (some centres not stated)	-1%[53.3 µM]	9%[29.8 µM]

Quoted from the listing:
FH mod, `CC(C)Nc1nc(Nc2ccccc2)nc(-c2ccccc2)n1` stands at 0%
FH mod, `C[C@H](Cn1cnc2c(N)ncnc21)OCP(=O)(O)O` stands at 19%[53.3 µM]
FH mod, `COc1ccc([C@@]2(O)c3c(ccc4c3OC(C)(CCC=C(C)C)C=C4)NC(=O)[C@@H]2OC)cc1` (some centres not stated) stands at -1%[53.3 µM]
NTMT1 inh, `Cc1c(NC(=O)N2CCOCC2)ccc2c1c1ccccc1n2C(C)C` stands at -1%[57.5 µM]
NTMT1 inh, `C[C@H]1O[C@@H](O[C@H]2CC[C@@]3(C)C(CC[C@]4(C)C3CC=C3C5CC(C)(C)CC[C@]5(C(=O)O)CC[C@]34C(=O)O)C2(C)C)[C@H](O)[C@@H](O)[C@@H]1O` (some centres not stated) stands at -2%[12.6 µM]
FH mod, `CN1CCC(=C2c3ccccc3CCc3cccnc32)CC1` stands at 2%[53.3 µM]

Going on with the list:
SMILES	FH mod	NTMT1 inh
O=c1[nH]ccc2c(S(=O)(=O)N3CCCNCC3)cccc12	4%	7%
CC1(C)CC[C@]2(C(=O)O[C@@H]3O[C@H](CO[C@@H]4O[C@H](CO)[C@@H](O)[C@H](O)[C@H]4O[C@@H]4O[C@H](CO)[C@H](O)[C@H](O)[C@H]4O)[C@@H](O)[C@H](O[C@@H]4O[C@H](CO)[C@@H](O)[C@H](O)[C@H]4O)[C@H]3O)CC[C@]3(C)C(=CCC4[C@@]5(C)CC[C@H](O[C@@H]6OC[C@@H](O)[C@H](O)[C@H]6O)[C@@](C)(C(=O)O)C5CC[C@]43C)[C@@H]2C1 (some centres not stated)	0%[13.5 µM]	19%[6.45 µM]
CC(O)/C=C/C1C(C)C(O[C@@H]2O[C@H](CO)[C@@H](O)[C@H](O)[C@H]2O)C(O)CC1(C)C (some centres not stated)	-1%[53.3 µM]	1%[29.8 µM]
CO[C@@H]1[C@]2(O)C(=O)N3/C=C\C(C)(C)c4[nH]c5ccccc5c4/C=C\3C(=O)N2[C@]23[C@H](CO)C(C)(C)N2c2ccccc2[C@]13O	-1%[53.3 µM]	11%[29.8 µM]
COC1=CC(=O)C=C(C)C12Oc1c(Cl)c(OC)cc(OC)c1C2=O (configuration not stated)	-5%[53.3 µM]	-3%[29.8 µM]
CCC=CC[C@H]1C(=O)CC[C@@H]1CC(=O)OC	-20%[53.3 µM]	?
C[C@@H](O)[C@H](N)C(=O)O	0%[20.6 µM]	31%[activator][29.8 µM]
COc1c(N2CC3CCCNC3C2)c(F)cc2c(=O)c(C(=O)O)cn(C3CC3)c12 (configuration not stated)	-5%	4%[57.5 µM]
CCCC(=O)C1CCN(c2ncnc3c2CN(C(=O)c2ccc(-c4ccccc4)cc2)CC3)CC1	0%	-2%[57.5 µM]
COc1ccc2cc1Oc1ccc(cc1)C[C@H]1c3cc(c(OC)cc3CCN1C)Oc1c(OC)c(OC)cc3c1[C@H](C2)N(C)CC3	2%[53.3 µM]	14%[57.5 µM]
COc1cc(C(=O)OCC2=CCC3C(C(=O)O)=COC(O[C@@H]4O[C@H](CO)[C@@H](O)[C@H](O)[C@H]4O)C23)ccc1O (some centres not stated)	2%[53.3 µM]	-8%[29.8 µM]
COc1c2c(c(C)c3c1C(=O)OC3)OC1(C)CC(O)C34OC(O)(CCC3(C)C1C2)OC4(C)C (configuration not stated)	?	4%[29.8 µM]
CN(C)c1ccc(C(=C2C=CC(=[N+](C)C)C=C2)c2ccc(N(C)C)cc2)cc1	-10%&-27%[53.3 µM]	20µM*
CO[C@@H]1[C@@H](OC(N)=O)[C@@H](O)[C@H](Oc2ccc3c(O)c(NC(=O)c4ccc(O)c(CC=C(C)C)c4)c(=O)oc3c2C)OC1(C)C	-2%&-5%[53.3 µM]	14%
Cn1cc(-c2ccc3nnc(Sc4ccc5nn(C)cc5c4)n3n2)cn1	2%	15%[57.5 µM]
CC1=CC(=O)[C@@]2(C(C)C)C[C@@H]12	?	?
CC(C)(S)[C@@H](N)C(=O)O	5%[53.3 µM]	?
CC(C)=C[C@@H]1[C@H](CO[C@@H]2O[C@H](CO)[C@@H](O)[C@H](O)[C@H]2O)C1(C)C	6%[53.3 µM]	15%[29.8 µM]
O=C(O[C@H]1[C@H](Oc2ccc(O)cc2CO)O[C@H](CO)[C@@H](O)[C@@H]1O)c1ccccc1	-1%[53.3 µM]	-1%[29.8 µM]
COc1ccc(Cl)cc1[C@@]1(F)C(=O)Nc2cc(C(F)(F)F)ccc21	-16%	3%[57.5 µM]
C=C1CC2C3(C)C(O)CC(=O)C(C)(C)C3C(O)C(OC(C)=O)C2(C)C2C(=O)OC(C)(C(=O)OC)C(=O)C12C (configuration not stated)	-2%[53.3 µM]	13%[29.8 µM]
CN1CCC(=C2c3ccccc3C=Cc3ccccc32)CC1	1%&-3%&5%[53.3 µM]	?
CC(C)=CCCC1(C)Oc2cc3c(c4c2C2C(O4)C(C)(O)CCC21)CN(C(CCC(=O)O)C(=O)O)C3=O (configuration not stated)	19%[53.3 µM]	-3%[29.8 µM]
O=[N+]([O-])c1ccc(-c2nc(-c3ccc(F)cc3)c(-c3ccncc3)[nH]2)cc1	-7%	-6%

Screening results deposited in PubChem by National Center for Advancing Translational Sciences (NCATS).
